# NTR1 agonist: agonists of NTR1, primary screen, imaging, U2OS cells, beta-arrestin-GFP, high content (AID 493036); P30989; 0.17% of 330,000 active; NTR1-U2OS beta-arrestin-GFP spot imaging, agonist mode; activation, % at 20 µM;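 active = activation at or above 40% of the spot to cytoplasm intensity ratio, with at least 20 cells analyzed; inconclusive = wells under 20 cells, flagged as cytotoxic or low count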;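 note: 0% = DMSO without peptide and 100% = 100 nM NTR1 peptide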
# Target sequence (P30989 whole entry, looked up): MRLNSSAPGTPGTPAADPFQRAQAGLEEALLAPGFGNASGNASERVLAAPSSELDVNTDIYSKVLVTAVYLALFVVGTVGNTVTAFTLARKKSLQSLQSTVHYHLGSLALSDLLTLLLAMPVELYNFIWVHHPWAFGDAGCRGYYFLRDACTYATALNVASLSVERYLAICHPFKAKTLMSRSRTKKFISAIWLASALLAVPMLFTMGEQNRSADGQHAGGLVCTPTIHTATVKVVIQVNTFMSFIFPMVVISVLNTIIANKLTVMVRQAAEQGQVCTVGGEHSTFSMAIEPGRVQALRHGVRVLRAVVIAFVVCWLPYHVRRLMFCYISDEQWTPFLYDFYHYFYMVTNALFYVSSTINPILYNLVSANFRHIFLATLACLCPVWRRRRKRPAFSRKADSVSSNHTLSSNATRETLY
# HIV peptide binding: cell-free HIV fusion peptide-binding blockers – biochemical, uHTS, fluorescence dequenching, primary screen (AID 1986). cell-free peptide binding, fluorescence dequenching, 30 min; higher % means a stronger effect. one-dose inhibition, % at 20 µM; IC50 in µM for titrated hits. 0.3% of 290,000 active; in the data active = inhibition mostly above about 52%, no sharp cut-off; inactive = mostly below about 76%; note: some results filed as inactive read as strong as hits
# GPR55 activation: selective activators of receptor GPR55 – imaging, U2OS cells, beta-arrestin-GFP redistribution, primary screen (AID 1961) | U2OS GPR55 beta-arrestin-GFP redistribution imaging; higher % means a stronger effect | one-dose activation, % at 10 µM; EC50 in µM for titrated hits | 0.048% of 290,000 active;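 active = activation above 40% with more than 50 cells counted in the well; inconclusive = wells holding fewer than 50 cells, flagged as toxic or sparse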;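 note: U2OS osteosarcoma cells stably expressing GPR55 and beta-arrestin-GFP; plate controls were DMSO negative control for no effect and LPI positive control for full effect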
# K1F lysis inhibition: inhibition of K1F phage lysis, E. coli UTI89, bacterial capsule biogenesis inhibitors, alamar blue (AID 488966) | E. coli UTI89 K1F phage lysis, alamar blue, 2 h; higher % means a stronger effect | inhibition, % at 100 µM; hits with a dose series show IC50 in µM | 0.02% of 340,000 active;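 active = phage lysis inhibition, versus mean bacterial control, above a set limit; inconclusive = no clear call, values can overlap the other calls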;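 note: capsule biogenesis inhibitors block K1F phage lysis so surviving cells raise fluorescence; higher fluorescence means more inhibition of phage lysis; actives were called in the ten point dose series up to 300 µM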
# Dengue-2 NS5 capping: flavivirus cap methylation enzyme inhibition – biochemical, confirmation dose response, primary screen (AID 588689); Dengue-2 NS5 methyltransferase capping enzyme assay, biochemical; higher % means a stronger effect; inhibition, % at 25 µM; hits with a dose series show IC50 in µM; 0.3% of 340,000 active; in the data active = a potency from the dose series; inconclusive = inhibition above about 29% without an active follow-up result
# SIAH1 antagonists: blockers of Siah-1 interaction with plectin peptide – biochemical, fluorescence polarization, rhodamine-plectin, uHTS, primary screen (AID 1817). Siah-1 / rhodamine-plectin peptide fluorescence polarization; higher % means a stronger effect. displacement, % at 20 µM; hits with a dose series show IC50 in µM. 0.02% of 290,000 active;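 active = displacement of at least 50% at 20 µM, with a fluorescence ratio check between 0.3 and a set limit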;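 note: plate controls were Siah plus tracer with DMSO for no effect and tracer alone without Siah for full effect; strong numbers were not always called active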
# AID2073: disruptors of CaV2.2 binding to Mint1 – biochemical, HTRF (AID 2073); HTRF protein-protein interaction, Mint1-CaV2.2; higher % means a stronger effect; one-dose inhibition, % at 20 µM; IC50 in µM for titrated hits; 0.19% of 290,000 active; in the data active = inhibition mostly above about 51%, no sharp cut-off; inconclusive = no clear call, values can overlap the other calls; inactive = mostly below about 53%; note: some results filed as inactive read as strong as hits
# GPR35 antagonists: GPR35 antagonists blocking zaprinast-driven arrestin recruitment, primary screen, imaging, U2OS, beta-arrestin-GFP, zaprinast agonist (AID 2058) | U2OS GPR35 beta-arrestin-GFP translocation imaging, zaprinast antagonism; higher % means a stronger effect | one-dose inhibition, % at 10 µM; IC50 in µM for titrated hits | 0.052% of 290,000 active;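 active = inhibition of at least 50% with at least 30 cells and total cytoplasm GFP at most 10,000,000; inconclusive = under 30 cells or total GFP of 10,000,000 plus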
# GPR55 LPI antagonism: inhibition of LPI-stimulated GPR55 beta-arrestin translocation – imaging, U2OS, beta-arrestin-GFP, LPI agonist, primary screen (AID 2013); 0.13% of 290,000 active; one-dose inhibition, % at 10 µM; IC50 in µM for titrated hits; U2OS GPR55 beta-arrestin-GFP translocation imaging, LPI antagonism; higher % means a stronger effect;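 active = spots per cell inhibited over 60%, with over 100 cells counted and total cytoplasm intensity under 500,000; inconclusive = wells with under 100 cells, flagged as likely toxic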;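 note: U2OS cells stably carrying GPR55 and arrestin-GFP stimulated by 5 µM LPI near EC80; imaged beta-arrestin-GFP aggregate spots per cell after agonist stimulation; plate controls were LPI-stimulated DMSO wells for no effect and DMSO wells without LPI for full effect; some results filed as inactive read as strong as hits; confirmed hits need IC50 under 10 µM and bright autofluorescent wells are also inconclusive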
# NTR1 agonist cell count 20 µM: further read-out of NTR1 agonist, marked with its call; cell count; measured here: cell count, cytotoxicity flag
# Dengue-2 NS5 capping pilot replicate: also measured in Dengue-2 NS5 capping; calls as there; inhibition, %; measured here: pilot screen replicate inhibition
# * hit, by the source's call; ? = inconclusive; / = not tested or not shown; [ ] = remark or other dose.
SMILES,NTR1 agonist,NTR1 agonist cell count 20 µM,HIV peptide binding,GPR55 activation,K1F lysis inhibition,Dengue-2 NS5 capping,SIAH1 antagonists,AID2073,GPR35 antagonists,GPR55 LPI antagonism,others
Clc1ccc(C2[C@H]3CN(CC4CCCCC4)[C@H](c4ccccc4)C34CC2(c2ccccc2)C4)cn1 (some centres not stated),2.8,40,1.4%,-0.1%,2.3%,-3%,3%,13%,3%,14%,
COCCCNC(=O)c1ccc2c(c1)ncn2-c1ccccc1OC,0.3,57,2.6%,0.4%,8.1%,-3%,4%,1%,9%,-12%,
Cc1ccc([N+](=O)[O-])cc1NC(=O)CCCOc1ccccc1,-2.3,80,-2.1%,-0.1%,0.4%,-8%,-4%,-13%,-9%,7%,Dengue-2 NS5 capping pilot replicate=-5.2
CC(Oc1ccc2ccc(=O)oc2c1)C(=O)NCC1CCC(C(=O)O)CC1 (configuration not stated),-2.5,95,-2.6%,-0.1%,6.4%,-5%,-3%,14%,-2%,16%,
Cc1cc(C(=O)O)ccc1-c1ccc(/C=C2\NC(=O)N(Cc3ccc(F)cc3)C2=O)o1,4.2,71,57%,-0.1%,-0.6%[50 µM],>100µM*,73%,10%,-18%,12%,
CN(C)S(=O)(=O)c1ccc2c(c1)nc1n2CCC1,0.2,40,1.0%,0.3%,0.3%,1%,1%,-4%,9%,-9%,
COc1ccccc1C(=O)N(Cc1nc(-c2ccc(Cl)cc2)no1)C(C)C,-2.6,48,0.8%,0.3%,-1.0%,-6%,-3%,-6%,-11%,5%,
Cc1nn(-c2ccccc2)c(C)c1/C=N/NC(=O)CSc1nc2ccccc2c(=O)n1-c1ccc(Br)cc1,0.2,6,-4.4%,-0.1%,-1.5%,3%,-4%,6%,-1%,18%,
Cn1c(NN)nc2sc3c(c2c1=O)CCC3,-1.1,42,2.3%,-0.1%,-0.4%,21%,-6%,4%,5%,12%,
CC(Sc1nnc(C2CC2)n1N)C(=O)NC1CCCCC1C (configuration not stated),0.4,47,2.1%,-0.1%,2.1%[50 µM],-6%,0%,5%,-17%,18%,
CCOC(=O)N1CCN(C(=O)CSc2nc3c(c(=O)n2-c2ccccc2OC)SCC3)CC1,1.4,47,-1.7%,-0.1%,-0.4%[50 µM],-2%,-1%,-8%,-8%,2%,
CCS(=O)(=O)C1=NSC2=NC(=O)/C(=C\c3cc(C)n(-c4cccc(OC)c4)c3C)C(=N)N21,-1.3,103,/,-0.5%,-0.4%,6%,4%,23%,3%,11%,
Cn1c(=O)c2c(nc(NCCNC(=O)c3ccco3)n2Cc2ccccc2F)n(C)c1=O,-1.5,41,0.4%,0.2%,0.0%,-7%,-4%,9%,2%,4%,
CC1(C)NC(=O)N(CC(O)COc2ccccc2[N+](=O)[O-])C1=O (configuration not stated),0.2,45,2.1%,-0.3%,/,/,6%,3%,10%,5%,
O=C(Nc1ccccc1)Nc1ccc(Oc2ncnc3cc(Cl)ccc23)nc1,-0.6,57,-1.4%,0.6%,/,/,17%,36%,-19%,4%,
CCN(CC)S(=O)(=O)c1ccc(NC(=O)C2CCCN(C(=O)c3ccc(Cl)cc3)C2)cc1 (configuration not stated),0.5,80,2.3%,0.6%,0.2%,-10%,1%,-3%,24%,5%,
CN(C)S(=O)(=O)c1ccc2oc(SCC(N)=O)nc2c1,3.1,33,-1.3%,0.0%,1.6%,-4%,-1%,9%,3%,11%,
O=[N+]([O-])c1ccc(-c2csc(NN=C3CCCC3)n2)cc1,1.9,42,-2.0%,0.6%,0.1%,1%,2%,3%,1%,-4%,
Cc1ccc(C(=O)Nc2ccc3c(c2)OCO3)cc1NC(=O)c1ccco1,-0.2,38,-1.2%,-0.1%,-0.4%,-8%,-1%,-11%,6%,1%,
O=C(COc1ccccc1)N(Cc1ccco1)C1CCS(=O)(=O)C1 (configuration not stated),-1.1,41,8.4%,-0.2%,-0.4%,-8%,-2%,6%,22%,-3%,
CN(c1c[nH]c(=O)[nH]c1=O)C1CCCCC1,1.2,87,-0.5%,0.1%,/,/,2%,-1%,-5%,2%,
CC(NC(=O)c1cccc(C(F)(F)F)c1)C1CCCO1 (configuration not stated),-1.5,71,0.1%,-0.1%,3.9%,-4%,-3%,6%,4%,0%,
COc1ccc(NS(=O)(=O)c2ccc(N3CCOCC3)c(NC(=O)c3ccccc3Br)c2)cc1,0.0,71,-1.6%,0.3%,0.5%,-3%,1%,-21%,-2%,15%,
CC(C)OC(=O)CSc1nnc(-c2cnccn2)n1-c1ccc(Cl)cc1,-1.2,84,-1.8%,0.3%,0.5%,-6%,-2%,9%,-7%,/,Dengue-2 NS5 capping pilot replicate=3.5
Cc1ccc(C23OC(=O)C(C)(C)C2OC(=O)C3(C)C)cc1 (configuration not stated),2.9,68,-2.4%,0.2%,-0.2%,2%,2%,-6%,15%,14%,
O=C(/C=C\c1ccc2c(c1)OCO2)NC1(C(=O)Nc2ccc3c(c2)OCO3)CCCCC1,-1.1,58,-1.2%,1.3%,0.6%,3%,-2%,9%,-16%,-4%,
CN1c2ccccc2C(C)(C)C12CC(CCl)=NO2 (configuration not stated),-0.9,101,-2.4%,-0.1%,0.1%,1%,5%,0%,8%,10%,
CC(C)N1CCN(C(=O)c2ccc(OC3CCN(CCc4ccccc4)CC3)cc2)CC1,-0.7,55,-2.4%,-0.1%,0.3%,-1%,3%,5%,6%,23%,
CCSC1=C(C#N)C(c2cccs2)C(C(=O)OC)=C(C)N1 (configuration not stated),5.4,65,-1.2%,0.3%,2.0%,-3%,4%,?,4%,19%,
CC(=O)Nc1ccc(/C=C2\CCc3ccccc3C2=O)cc1,0.3,108,-1.4%,-0.3%,0.3%,-7%,12%,17%,4%,6%,

# Some of these compounds in order of molar mass, lowest first:
SMILES,NTR1 agonist,NTR1 agonist cell count 20 µM,HIV peptide binding,GPR55 activation,K1F lysis inhibition,Dengue-2 NS5 capping,SIAH1 antagonists,AID2073,GPR35 antagonists,GPR55 LPI antagonism,others
CN(c1c[nH]c(=O)[nH]c1=O)C1CCCCC1,1.2,87,-0.5%,0.1%,/,/,2%,-1%,-5%,2%,
CN1c2ccccc2C(C)(C)C12CC(CCl)=NO2 (configuration not stated),-0.9,101,-2.4%,-0.1%,0.1%,1%,5%,0%,8%,10%,
CC(NC(=O)c1cccc(C(F)(F)F)c1)C1CCCO1 (configuration not stated),-1.5,71,0.1%,-0.1%,3.9%,-4%,-3%,6%,4%,0%,
CC(=O)Nc1ccc(/C=C2\CCc3ccccc3C2=O)cc1,0.3,108,-1.4%,-0.3%,0.3%,-7%,12%,17%,4%,6%,
O=[N+]([O-])c1ccc(-c2csc(NN=C3CCCC3)n2)cc1,1.9,42,-2.0%,0.6%,0.1%,1%,2%,3%,1%,-4%,
CN(C)S(=O)(=O)c1ccc2oc(SCC(N)=O)nc2c1,3.1,33,-1.3%,0.0%,1.6%,-4%,-1%,9%,3%,11%,
CCSC1=C(C#N)C(c2cccs2)C(C(=O)OC)=C(C)N1 (configuration not stated),5.4,65,-1.2%,0.3%,2.0%,-3%,4%,?,4%,19%,
O=C(COc1ccccc1)N(Cc1ccco1)C1CCS(=O)(=O)C1 (configuration not stated),-1.1,41,8.4%,-0.2%,-0.4%,-8%,-2%,6%,22%,-3%,
Cc1ccc(C(=O)Nc2ccc3c(c2)OCO3)cc1NC(=O)c1ccco1,-0.2,38,-1.2%,-0.1%,-0.4%,-8%,-1%,-11%,6%,1%,
CC(C)OC(=O)CSc1nnc(-c2cnccn2)n1-c1ccc(Cl)cc1,-1.2,84,-1.8%,0.3%,0.5%,-6%,-2%,9%,-7%,/,Dengue-2 NS5 capping pilot replicate=3.5
O=C(/C=C\c1ccc2c(c1)OCO2)NC1(C(=O)Nc2ccc3c(c2)OCO3)CCCCC1,-1.1,58,-1.2%,1.3%,0.6%,3%,-2%,9%,-16%,-4%,

# Additional structures follow:
SMILES,NTR1 agonist,NTR1 agonist cell count 20 µM,HIV peptide binding,GPR55 activation,K1F lysis inhibition,Dengue-2 NS5 capping,SIAH1 antagonists,AID2073,GPR35 antagonists,GPR55 LPI antagonism,others
Cc1cccc(C2c3[nH]c4ccccc4c3CCN2Cc2cccn2-c2ncccn2)c1 (configuration not stated),10,61,3.3%,-0.1%,0.6%,-3%,1%,21%,7%,1%,
Cc1ccc(NC(=O)Cn2cc([N+](=O)[O-])nc2C)cc1C,1.1,46,-0.3%,0.2%,0.1%,-3%,7%,-3%,-2%,-4%,
Cc1cc2c3c([nH]c2cc1S(=O)(=O)NCc1ccc(CN2CCCCCC2)o1)CCCC3=O,0.4,61,2.2%,-0.1%,0.3%,-7%,-5%,0%,-3%,7%,
Cc1cc2c(nn1)CCC/C2=N\O,-0.1,66,-1.2%,0.9%,2.8%[50 µM],-2%,3%,-8%,8%,14%,
N#Cc1cc2c([nH]c1=S)CCCC2,-0.3,56,-0.3%,-0.1%,0.4%,-10%,-1%,-14%,-2%,-8%,
CCCn1c(SCC(=O)N2c3ccccc3CC2C)nnc1-c1ccco1 (configuration not stated),-1.5,86,2.1%,0.1%,6.1%,-2%,7%,6%,-11%,6%,
Cn1nnc2cc(C(=O)N3CCC(c4ccccc4)C3)ccc21 (configuration not stated),0.9,101,0.2%,-0.1%,-0.8%,-6%,1%,-2%,-1%,7%,
Cc1ccc(-n2c(C)nc3ncnc(-c4ccccc4)c32)cc1,0.0,87,3.1%,-0.3%,0.2%,3%,1%,1%,0%,14%,
Cc1ccc(S(=O)(=O)N2CCC(C(=O)O)CC2)cc1,2.9,45,0.7%,-0.1%,-0.7%,-5%,-3%,14%,1%,0%,
NNC(=O)c1sccc1OCc1ccc(F)cc1,0.6,77,-1.9%,-1.1%,-1.2%,-2%,-5%,4%,6%,1%,
Cc1cc(C)cc(NC(=S)NCCCN2CCOCC2)c1,-0.7,80,0.1%,0.1%,0.4%,2%,-7%,-6%,-3%,12%,
